Screens (PubChem BioAssay)
Vif-A3F inh: inhibitors of Vif-A3F interaction; HeLa A3F-eYFP + Vif (tagged APOBEC3F with the HIV-1 protein that degrades it), YFP fluorescence increase; Potency, µM (doses to about 46.1 µM), without a hit: at the top dose activity, negative = active; actives 0.2% (n = 390,000); also: potency is read from the fitted curve at half-maximal effect; % of control where 0% means no effect; nearly all actives have a fitted effect of over 65% in size
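Fluorescence increase (Ex 488/Em 500-530) after overnight compound treatment at 37 deg C flags inhibition of Vif-driven A3F-eYFP loss in stable HeLa A3F-eYFP/Vif cells seeded overnight beforehand.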
RGS4 inh: inhibitors of human regulator of G protein signaling 4; P49798; Transcreener GDP fluorescence polarization, RGS4-accelerated GTP hydrolysis; Potency, µM (series often up to 114 µM), for inactives: at the highest dose activity change, negative = inhibition, actives largely listed as inhibitors; actives 0.039% (n = 390,000); AID 504845; also: potency is read from the fitted curve at half-maximal effect; % is scaled to controls: 0 for no effect and ±100 for the full control effect; nearly all actives have a fitted effect of over 75% in size; some results filed as inactive show a strong effect at the top dose
Target sequence (P49798 whole entry, looked up): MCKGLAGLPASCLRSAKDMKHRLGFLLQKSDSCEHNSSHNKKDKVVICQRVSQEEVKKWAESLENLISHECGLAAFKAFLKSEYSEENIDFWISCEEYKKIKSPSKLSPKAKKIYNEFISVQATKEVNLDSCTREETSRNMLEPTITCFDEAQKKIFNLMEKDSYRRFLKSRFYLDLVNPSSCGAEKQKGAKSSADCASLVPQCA
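MLSMR compounds (23 nl, pin-transferred) preincubated 10 min at room temperature with a 500nM (2x) first reagent, then RGS4 at 900nM (2x) plus Transcreener GDP mix added; fluorescence polarization (620/688 nm) read before and after 90 min at 30 °C.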
GRP78 ERSR act: inducers of ER stress response in human glioma cells; U87-MG GRP78 promoter luciferase reporter, 16 h; Potency, µM, inactives show at the top dose activation, most hits filed as activators; actives 0.02% (n = 420,000); AID 602332; also: potency is read from the fitted curve at half-maximal effect; series mostly up to about 76 µM; % of control where 0% means no effect; nearly all actives have a fitted effect of over 35% in size
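Stably transfected U87-MG glioma cells carrying a GRP78-based luciferase sensor; 16 h compound incubation. Luminescence end-point read 10 min after Bright-Glo addition at room temperature.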
LDHA inh: LDHA (human) enzyme inhibition; P00338; purified LDHA, NADH/diaphorase-resazurin fluorescence; stronger effect = lower value; activity change, % (values are at about 110 or 230 µM); actives 0.15% (n = 480,000); AID 1347041; in the data active = activity change below about -30%; inconclusive = mostly about -25% to -30%;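 also: plate controls were DMSO wells for no effect and wells without enzyme for full effect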
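Remaining NADH was detected by diaphorase (0.133 mg/mL) converting 37 µM resazurin to fluorescent resorufin, read at 0 and 20 minutes. The preceding 5-minute room-temperature reaction used 2 nM LDHA, 0.2 mM sodium pyruvate and 0.06 mM NADH at pH 7.4.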
Vif-A3G inh: inhibitors of Vif-APOBEC3G interaction; Q9HC16; HeLa A3G-eYFP + Vif (tagged APOBEC3G with the HIV-1 protein that degrades it), YFP fluorescence, overnight; Potency, µM (top dose mostly 46.1 µM), for inactives: at the highest dose activity, negative = active, hits mostly inhibitors; actives 0.076% (n = 410,000);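 also: potency is read from the fitted curve at half-maximal effect; % is scaled to controls: 0 for no effect and ±100 for the full control effect; nearly all actives have a fitted effect of over 60% in size; hits raise eYFP signal because A3G escapes Vif-driven loss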
Target sequence (Q9HC16 whole entry, looked up): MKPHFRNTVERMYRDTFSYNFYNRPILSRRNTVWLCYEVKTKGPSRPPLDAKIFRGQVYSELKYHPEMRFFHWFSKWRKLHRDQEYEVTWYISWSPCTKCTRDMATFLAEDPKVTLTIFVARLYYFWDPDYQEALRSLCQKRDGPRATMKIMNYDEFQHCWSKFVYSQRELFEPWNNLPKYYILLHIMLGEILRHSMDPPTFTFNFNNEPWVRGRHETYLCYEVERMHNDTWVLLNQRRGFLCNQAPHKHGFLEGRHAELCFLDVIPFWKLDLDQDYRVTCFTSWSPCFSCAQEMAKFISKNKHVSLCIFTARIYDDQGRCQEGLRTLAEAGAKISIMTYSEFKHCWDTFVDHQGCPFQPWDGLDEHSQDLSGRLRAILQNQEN
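HeLa cells stably expressing Vif and C-terminally eYFP-tagged A3G, seeded overnight at 37 deg C, then exposed to compound by pintool overnight at 37 deg C. Rise in yellow fluorescence (Ex 488/Em 500-530, Acumen) marks blocked Vif-driven A3G degradation.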
rTrxR1 inhibitor: inhibitors of rat thioredoxin reductase 1; O89049; recombinant rTrxR1, NADPH fluorescence consumption, selenite substrate; Potency, µM (highest dose often 114 µM), without a hit: at the top dose activity change, negative = inhibition, most hits filed as inhibitors; actives 1% (n = 390,000); also: potency is read from the fitted curve at half-maximal effect; % is scaled to controls: 0 for no effect and ±100 for the full control effect; nearly all actives have a fitted effect of over 65% in size
Target sequence (O89049 whole entry, looked up): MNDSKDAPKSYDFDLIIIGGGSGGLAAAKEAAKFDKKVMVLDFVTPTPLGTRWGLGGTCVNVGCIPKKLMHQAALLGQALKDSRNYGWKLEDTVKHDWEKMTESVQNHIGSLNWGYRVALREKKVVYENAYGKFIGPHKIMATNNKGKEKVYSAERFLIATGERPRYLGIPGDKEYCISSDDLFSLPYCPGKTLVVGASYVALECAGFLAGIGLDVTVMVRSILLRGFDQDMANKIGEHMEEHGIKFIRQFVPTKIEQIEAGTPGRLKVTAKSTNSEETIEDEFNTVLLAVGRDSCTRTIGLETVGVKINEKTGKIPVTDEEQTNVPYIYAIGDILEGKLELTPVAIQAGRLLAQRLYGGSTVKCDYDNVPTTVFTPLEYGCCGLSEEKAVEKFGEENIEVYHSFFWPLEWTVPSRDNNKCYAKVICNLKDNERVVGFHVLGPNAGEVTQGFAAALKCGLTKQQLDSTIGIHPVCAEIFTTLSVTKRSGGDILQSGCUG
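Rat TrxR1 (90 nM in the dispensed reagent) was pre-reduced with 400 uM NADPH for 5 min at room temperature, then incubated with compound for 15 min. After 400 uM selenite was added, NADPH fluorescence (Ex 340/Em 450 nm) was followed for 8 min.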
mIDH1 inhibitor: blocks human mutant IDH1 R132H enzyme. actives 0.093% (n = 390,000). O75874. Potency, µM (series often up to 76.6 µM), without a hit: top-dose activity change, negative = inhibition, usual class: inhibitors. IDH1-R132H enzyme, NADPH consumption, diaphorase/resazurin fluorescence; also: potency is read from the fitted curve at half-maximal effect; % is scaled to controls: 0 for no effect and ±100 for the full control effect; nearly all actives have a fitted effect of over 65% in size
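IDH1-R132H (0.5 ug/mL dispensed) in pH 7.5 Tris buffer was preincubated 30 min with compound, then given a substrate mix of 0.016 mM NADPH and 2 mM alpha-KG for 80 min at room temperature; remaining NADPH was read by diaphorase/resazurin fluorescence.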
USP1-UAF1 inh: inhibitors of human USP1/UAF1 deubiquitinase | recombinant USP1/UAF1, Ub-Rhodamine cleavage fluorescence | Potency, µM (titrated, usually from 57.1 µM), inactives show at the highest dose activity change, negative = inhibition, most hits filed as inhibitors | actives 0.23% (n = 390,000) | AID 743255; also: potency is read from the fitted curve at half-maximal effect; % is scaled to controls: 0 for no effect and ±100 for the full control effect; nearly all actives have a fitted effect of over 60% in size; inactives centre near -12
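USP1/UAF1 complex at 1 nM was preincubated with compound for 15 min at room temperature, then Ub-Rho substrate (150nM final) was added. Fluorescence (480/540 nm) was read kinetically, 6 reads every 60 seconds.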
TrxR1 substrate: rat thioredoxin reductase 1 substrate activity; O89049; purified TrxR1 substrate turnover, NADPH consumption readout; Potency, µM (titrated, usually from 114 µM), inactives show at the highest dose activity change, negative = substrate turnover; actives 0.01% (n = 390,000); also: potency is read from the fitted curve at half-maximal effect; % is scaled to controls: 0 for no effect and ±100 for the full control effect; nearly all actives have a fitted effect of over 50% in size
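Rat TrxR1, dispensed at 90 nM, was prereduced with 400 uM NADPH (final) for 5 min at ~22 deg C, then incubated with compound 15 min before 400 uM selenite. A first-read NADPH fluorescence drop versus no-compound background flagged substrates.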
* = called active by the depositor; ? = inconclusive; nt = not tested or not shown; [ ] = dose if it differs, or a comment. Unless noted, calls follow the shape of the dose curve; as a rule, active = well fitted curve in the direction sought with a large enough effect; inconclusive = small, poorly fitted or top-dose-only effect, or another doubt; inactive = no such curve, though single readings can be large; an effect the other way counts as inactive or inconclusive. The list is partial (hit frequency here may not be typical).

SMILES	Vif-A3F inh	RGS4 inh	GRP78 ERSR act	LDHA inh	Vif-A3G inh	rTrxR1 inhibitor	mIDH1 inhibitor	USP1-UAF1 inh	TrxR1 substrate
CC1=C(C(=O)Nc2ccc(C)cc2C)C(c2ccc([N+](=O)[O-])cc2)n2ncnc2N1 (stereo not given)	-4%	33%	-1%	-20	1%	12%[57.1 µM]	-3%	-10%	7%[57.1 µM]
CCOc1ccc(N/C(=N/c2nc(C)cc(C)n2)NC(=O)CC)cc1	-3%	1%	-1%	-1	2%	30%	-6%	-21%	4%
CC1CCCCC1NS(=O)(=O)c1ccc(S(=O)(=O)N2CCCC2)cc1 (stereo not given)	-1%	19%	-5%	-1	1%	8%[57.1 µM]	4%	-5%	-1%[57.1 µM]
Cc1ccccc1C(=O)Nc1nc(SCc2ccc(Cl)cc2)n[nH]1	-30%	12%	-8%	-3	0%	33%[57.1 µM]	9%	-11%	7%[57.1 µM]
CC(=O)Nc1ccc(SCC(=O)c2cc(C)n(CC(F)(F)F)c2C)cc1	6%	27%	-4%	-4	-5%	10%[57.1 µM]	6%	-12%	10%[57.1 µM]
N#Cc1ccc(-c2csc(NC(=O)/C=C/c3cccs3)n2)cc1	9%	19%	-2%	-2	0%	-22%	4%	-4%	-11%
COc1ccccc1OCC(O)CN1C(=O)NC(C)(C)C1=O (stereo not given)	6%	?	-4%	-6	0%	?	8%	?	185%[activator]
O=C(NCc1ccc(Cl)cc1)C1CCN(S(=O)(=O)Cc2ccccc2)CC1	-3%	-5%	-2%	-2	-1%	1%	-4%	-20%	7%
CN(C1CCCCC1)S(=O)(=O)c1ccc(SCC(N)=O)nc1	-13%	nt	0%	-12	1%	nt	-5%	2%	nt
Cc1cc(Br)cc(/C=N/NC(=O)c2ccc3c(c2)OCO3)c1O	2%	-8%	1%	-11	-11%	20%	-4%	-8%	-5%
CCCC(=O)n1nc(-c2ccccc2)nc1SC	-4%	4%	-2%	-3	-3%	-4%[57.1 µM]	11%	-10%	-5%[57.1 µM]
Cc1ccccc1N1CCN(C2CCCN(C(=O)c3cc(C(C)C)[nH]n3)C2)CC1 (stereo not given)	?	-26%	-2%	4	-1%	7%	11%	-13%	1%
O=C(NCCCOc1cccc(CN2CCCCC2)c1)c1ccc(Cl)c(Cl)c1	-3%	-14%	-3%	-10	6%	18%	4%	-10%	3%[57.1 µM]
CCOC(=O)COc1ncn(-c2ccccc2)n1	nt	14%	-7%	-5	-1%	-6%	5%	-2%	-9%
CN1CCN(C(=O)c2ccccc2-c2nc(-c3ccc(Cl)cc3)no2)CC1	2%	-1%	0%	-1	1%	6%	1%	1%	-5%
Cc1nc2c(Br)cc(Br)cc2cc1O	-2%	22%	-2%	-2	1%	-10%[57.1 µM]	7%	-7%	-16%
Cc1cc(C)cc(N(CC(=O)NC2CCC(C)CC2)S(=O)(=O)c2c(C)noc2C)c1 (stereo not given)	0%	-18%	-5%	1	0%	11%	-8%	-15%	-2%
Cc1oc(-c2ccccc2Cl)nc1CS(=O)CC(=O)NCCc1ccccc1 (stereo not given)	-1%	0%	-3%	0	0%	25%	-3%	-15%	-1%
O=C(O)CSc1nc2ccccc2n1Cc1ccccc1	-6%	-5%	-1%	-4	-1%	10%[2.29 µM]	23%	-1%	-4%[57.1 µM]
NS(=O)(=O)c1ccc(NC(=O)COC(=O)c2cc(Cl)ccc2[N+](=O)[O-])cc1	?	19%	-7%	-5	-4%	10%	6%	0%	-2%
O=C(Cn1cccc(C(F)(F)F)c1=O)c1ccc(Cl)cc1	-6%	?	-4%	-3	1%	4%[57.1 µM]	4%	-7%	10%[57.1 µM]
CCOC(=O)NC(=O)COC(=O)c1cccc2ccccc12	9%	-29%	-2%	-2	0%	18%[57.1 µM]	7%	-10%	3%[57.1 µM]
CC(C)OCCCNC(=O)CCSc1ccc(Cl)cc1	-2%	10%	-1%	-4	3%	13%	1%	17%	4%
CC(C)(C)N1C(=O)[C@H]2[C@@H](c3ccc(Br)cc3)N3C(=O)N(c4cccc(Br)c4)C(=O)[C@@]3(Cc3ccccc3)[C@H]2C1=O	8%	-16%	-2%	-10	1%	5%[57.1 µM]	30%	?	7%[57.1 µM]
CCN(C(=O)COC(=O)c1ccc(O)cc1)c1cccc2ccccc12	7%	-8%	-5%	-2	1%	6%[57.1 µM]	-17%	-7%	8%[57.1 µM]
(next part)
SMILES	Vif-A3F inh	RGS4 inh	GRP78 ERSR act	LDHA inh	Vif-A3G inh	rTrxR1 inhibitor	mIDH1 inhibitor	USP1-UAF1 inh	TrxR1 substrate
COc1cccc(-c2nn(C)c3sc(C(=O)N4CCN(c5ccccn5)CC4)cc23)c1	5%	-20%	-9%	-10	0%	14%	0%	-14%	-7%
COc1ccc(C/C(C)=N/NC(=O)c2ccc(C)cc2C)cc1	7%	-21%	-2%	-12	-7%	-11%	-5%	-12%	-7%
CCCC(NC(=O)c1c(C)noc1C)C12CC3CC(CC(C3)C1)C2 (stereo not given)	1%	5%	-4%	-9	-2%	22%[57.1 µM]	-7%	-3%	7%[57.1 µM]
O=C(CN(CC1CCCO1)C(=O)CNS(=O)(=O)c1ccc(F)cc1)NCC1CCCO1 (stereo not given)	-29%	4%	-1%	-7	-2%	17%	4%	-25%	2%
COc1ccc(C(CC(=O)NCC(OC)OC)NS(=O)(=O)c2ccc(Cl)cc2)cc1 (stereo not given)	7%	9%	10%	-2	-4%	21%[57.1 µM]	7%	5%	2%[57.1 µM]
O=C(N/N=C/c1c[nH]c2ccccc12)c1ccc(Cl)cc1	-1%	16%	5%	2	-9%	14%[57.1 µM]	9%	-24%	18%[57.1 µM]
Cc1ccc(C)c(C(=O)COC(=O)CNS(=O)(=O)c2ccccc2)c1	-7%	-15%	-4%	-2	5%	14%	3%	?	3%
Cc1cccc(OCCCC(=O)O)c1	0%	22%	-5%	-5	2%	11%[57.1 µM]	0%	-2%	4%[57.1 µM]
CSCC[C@H](NC(=O)OC(C)(C)C)C(=O)NCC1CCC(C(=O)N[C@@H](Cc2ccccc2)C(=O)O)CC1 (stereo not given in full)	0%	-15%	4%	-1	2%	-3%[57.1 µM]	-1%	1%	6%[57.1 µM]
CC(C)C[C@H](N)c1cn([C@@H](CCCCN)C(=O)N2CCNCC2)nn1	-23%	15%	-5%	-2	?	8%[57.1 µM]	-3%	0%	7%[57.1 µM]
CC1CCN(CC(=O)Nc2ccc3c(c2)OCO3)CC1	-7%	1%	2%	-3	-4%	6%[57.1 µM]	-12%	-24%	4%[57.1 µM]
COc1ccc(/C=C2\CN(Cc3ccccc3)C/C(=C\c3ccc(OC)cc3)C2=O)cc1	?	-9%	16%	5	?	?	0%	-5%	-10%
CCN(C(=O)CN1CCN(S(=O)(=O)c2ccccc2C(F)(F)F)CC1)c1c(N)n(Cc2ccccc2)c(=O)[nH]c1=O	12%	21%	-1%	-6	0%	12%	0%	-9%	3%
COC(=O)CCCC1=CC2=C(c3ccccc3)C(=O)C(C)(OC(=O)C3CCCC3)C(=O)C2=CN1CCCCO (stereo not given)	-4%	-1%	-3%	15	-10%	-18%[57.1 µM]	14%	?	0%[57.1 µM]
CCc1nn2c(N3CCOCC3)cc(C)nc2c1-c1ccc(F)cc1	3%	-4%	-3%	1	-2%	-6%	4%	-15%	110%[activator]
CC(C)OC(=O)c1cccnc1SCC(=O)Nc1ccc(C(F)(F)F)cc1Cl	-5%	18%	0%	-2	7%	3%[57.1 µM]	4%	11%	0%[57.1 µM]
CC(=O)N1CCOc2ccc(S(=O)(=O)N3CCC(C(=O)Nc4ccc(C)cc4)CC3)cc21	1%	3%	1%	-8	5%	19%	-5%	-22%	4%
CCOc1cccc(CNC(=O)c2ccc(N3CCCC3)c(NC(=O)NCc3ccc(F)cc3)c2)c1	-6%	-12%	-3%	-9	-2%	5%[57.1 µM]	-25%	?	2%[57.1 µM]
COc1ccc(NC(=O)CCCn2c(=O)c3cccn3c3ccccc32)c(OC)c1	-5%	-4%	-4%	2	0%	9%	-8%	-26%	8%
CC1CC(C)(C)N(C(=O)CSc2ccc(-c3ccc(F)cc3)nn2)c2ccccc21 (stereo not given)	2%	-15%	0%	4	2%	7%	17%	-9%	2%
Cc1cc(Cl)ccc1NC(=S)NCc1ccccc1	7%	11%	7%	-4	2%	-13%[57.1 µM]	1%	0%	-4%[57.1 µM]
O=C(NC1(O)C(=O)c2ccccc2C1=O)c1ccccc1	0%	-45%	-1%	0	2%	0%	-3%	18µM*	-5%
Nc1nc(-c2ccc3ccccc3c2)c(C2(O)C(=O)Nc3c(Br)cc(F)cc32)s1 (stereo not given)	2%	-7%	-3%	8	0%	10%	14%	0%	3%
NNC(=O)CNC(=O)c1cccc(Br)c1	-1%	6%	-2%	2	1%	-7%	18%	1%	-5%
c1ccc(-c2ccc3c(c2)NCCN3)cc1	-3%	-1%	2%	3	-7%	?	13%	-1%	50%[activator]

Part of the list above, reduced to LDHA inh.
SMILES,LDHA inh
NNC(=O)CNC(=O)c1cccc(Br)c1,2
c1ccc(-c2ccc3c(c2)NCCN3)cc1,3
